Lipid storage S3: qHTS Assay for Lipid Storage Modulators in Drosophila S3 Cells; AID 2685, 2010; Drosophila S3 cells, BODIPY lipid droplet fluorescence, 18-24 h; cells fed with added oleic acid; Potency in µM for hits, for the others lipid storage change, negative = inhibition, % at the top dose, mostly 46.1 µM; 320,000 compounds, 0.64% hits; active = well fitted inhibition curve with a large enough effect in the signal ratio, with a control signal flat, not every such curve was filed as active; inconclusive = small, poorly fitted or top-dose-only effect, or effect the other way, or a change in a side signal; the % refers to the signal ratio
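Laser-scanning cytometry quantifies lipid droplet accumulation (500–530 nm total intensity; droplet/cell object ratio) in oleic acid-fed (400 uM added) Drosophila S3 cells treated with a concentration series. 20 uM Triacsin C defined 100% inhibition.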
Lipid storage S3 cell count max: second read-out of Lipid storage S3, no call of its own (marks repeat the call); cell number change, %; measured here: cell count max response;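 cells counted by Cell Tracker Red CMTPX staining in the red channel; peak over a dose series mostly up to 46.1 µM; percent activity relative to internal control wells on each plate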
* hit, by the source's call; i = inactive; ? = inconclusive; nt = no result given. % is scaled to controls: 0 for no effect and ±100 for the full control effect; potency is read from the fitted curve at half-maximal effect.

SMILES	Lipid storage S3	Lipid storage S3 cell count max
O=C(CNC(=O)c1ccc(F)cc1)c1ccccc1	i	5
NS(=O)(=O)c1ccc(NC(=O)Nc2ccc(S(N)(=O)=O)cc2)cc1	-15%	-5
CCCCNC(=O)NNC(=O)C1CC1(c1ccccc1)c1ccccc1 (stereo not drawn)	?	nt
COC(=O)c1cc2c(s1)-c1ccc(OC)cc1CC2	8%	-10
CCOC(=O)[C@@H]1[C@H]2COc3ccc(Br)cc3[C@@H]2N2C(=O)N(c3cccc(F)c3)C(=O)[C@@]12C	?	nt
CCN(CC(=O)NCc1ccc(Cl)cc1)C(=O)CNS(=O)(=O)c1ccc(NC(C)=O)cc1	?	nt
CC(=O)Nc1ccc(N(C(=O)c2cnccn2)C(C(=O)NC2CCCCC2)c2ccc(O)cc2)cc1 (stereo not drawn)	i	4
O=C(Nc1cccc2ccccc12)N1N=CCC1c1ccccc1 (stereo not drawn)	?	nt
CCOc1cc(/C=N/NC(=O)c2cc(C)n(-c3ccc(F)cc3)c2C)ccc1O	?	nt
CC(C)CCN1CCN=C1Nc1ccccc1	i	3
COc1ccc(CCNS(=O)(=O)c2ccc3c(c2)NC(=O)CO3)cc1OC	?	nt
Cc1ccc(/C=C/c2nc3sc(C(=O)O)c(C)c3c(=O)[nH]2)cc1[N+](=O)[O-]	-4%	8
O=C(Nc1ccccc1)c1cc(-n2cnnc2)ccc1Cl	8%	8
O=C(c1cnn(C(=O)c2ccccc2)c1)c1ccccc1O	?	nt
CN(c1ccccc1)S(=O)(=O)c1ccc(NC(=S)NC(=O)C2CC2)cc1	?	nt
Cc1cccc(Nc2c(-c3ccc(O)cc3)nc3ncccn23)c1	8%	2
Cc1ccc(C(=O)C2C(=O)c3ccccc3C2=O)cc1	16%	-12
CC(NCc1ccc(F)cc1)C(=O)NC1CCCCC1 (stereo not drawn)	-4%	5
NS(=O)(=O)c1ccc(NC(=O)COC(=O)c2cn(-c3ccccc3)nc2-c2ccc(F)cc2)cc1	13%	-8
N#Cc1ccccc1NC(=S)Nc1ccc(F)cc1	1%	18
COC(=O)/C(N=Nc1c(C)n(C)n(-c2ccccc2)c1=O)=C(\C)O	6%	2
Cc1cccc(CNC(=O)C2CCC(=O)N(C3CCCCCC3)C2)c1 (stereo not drawn)	11%	6
COc1ccccc1C(=O)NC(=S)Nc1ccc(NC(=O)c2ccco2)cc1	?	nt
CC(C)(O)[C@@H]1CC(=O)[C@]2(C)[C@H](CC[C@@]3(C)[C@H](c4ccoc4)OC(=O)[C@H]4O[C@]432)[C@@]1(C)/C=C\C(=O)O	15%	12
Cc1nc2ccccn2c1-c1ccnc(=S)[nH]1	?	nt
CCN(CC)C(=O)CC(c1cc(OC)c(OC)c(OC)c1)c1c(OC)cc(OC)c2c(-c3ccccc3)cc(=O)oc12 (stereo not drawn)	?	nt
Cc1ccc(CN2C(=O)CCC2C(=O)NCCN2CCOCC2)cc1 (stereo not drawn)	-11%	29
COC(=O)c1c[nH]n2c(=O)cc(C)nc12	2%	2
Cc1nc2ccccc2c(=O)n1/N=C/c1cc(Br)ccc1O	?	nt
CCN(CC)CCOc1ccc2c(c1)C(=NNC(=O)c1ccccn1)c1cc(OCCN(CC)CC)ccc1-2	?	nt
O=C(Nc1ccccc1)NC1(C(=O)NCc2ccc3c(c2)OCO3)CCCCC1	?	nt
Cc1ccc(C)c(N2CCN(C(=O)CCCn3c(=O)c4cccn4c4cccnc43)CC2)c1	?	nt
Cn1c(N)c(C(=O)CSc2nnc(-c3c[nH]c4ccccc34)n2C2CC2)c(=O)[nH]c1=O	10%	-3
CN(C)CCCNc1nc2sc3c(c2c(=O)n1CCc1ccccc1)CCCCC3	-8%	-14
COc1ccc(/C=N/NC(=O)CCOc2ccccc2C)cc1OC	?	nt
COc1cc(-c2nnc(-c3ccncc3)o2)ccc1OCc1ccccc1	12%	8
Cc1ccc(NC(=O)c2ccc(CSc3nnc(C)s3)cc2)cc1	-6%	-6
Cc1nc(Cc2nnc(SCC(=O)Nc3c(C)cccc3C)o2)cs1	i	7
C=CCN(c1ccc(C(=O)Nc2ccc(NC(C)=O)cc2)cc1)S(C)(=O)=O	?	nt
CCc1ccc(-n2c(=O)c3ccccc3n(CC(=O)NCc3ccco3)c2=O)cc1	0%	3
COc1ccc(Nc2ccc(N3C(=O)CC(C)C3=O)cc2[N+](=O)[O-])cn1 (stereo not drawn)	0%	nt
Cc1ccc(/C=N/n2c(-c3ccncc3)n[nH]c2=S)cc1	?	nt
COC(=O)Cc1c(C)nc2nc(NCc3ccccc3OC)[nH]n2c1=O	i	16
O=C(Nc1ccc(N2CCN(C(=O)c3ccccc3)CC2)cc1)c1ccc([N+](=O)[O-])o1	?	nt
COc1ccc(CCNC(=O)CSCc2ccc(F)cc2)cc1OC	-15%	-8
CCCCN(C)CCN1C(=O)C2C(C(=O)Nc3ccc(Cl)cc3)C3C=CC2(O3)C1C(=O)NC1CCCCC1 (stereo not drawn)	-21%	11
COc1ccc(Cl)cc1C(=O)CSc1nnnn1C	8%	13
CN(C)CCCNc1c2ccccc2nc2ccccc12	?	nt
CCc1nnc(N2C(=O)c3ccccc3C2(O)c2ccccc2)s1 (stereo not drawn)	?	nt
CC(C)CN1CCN(Cc2nc(C(C)C)cs2)CC1CCO (stereo not drawn)	-1%	-8
CC(C)(C)c1cnnn1-c1ccc(NC(=O)c2ccc3c(c2)OCO3)cc1	?	nt
Cc1c(C(=O)O)sc(=S)n1-c1ccccc1	?	nt
COc1ccccc1NS(=O)(=O)c1cc(NC(=O)C2=NNC(=O)CC2)ccc1C	?	nt
O=S(=O)(c1cccc(C(F)(F)F)c1)N1CCCC1c1cccnc1 (stereo not drawn)	10%	5
Cc1cnn(C(=S)NCCc2ccccc2)c1	i	nt
O=C(CCSc1ccccc1)N1CCN(C(=O)c2ccco2)CC1	?	nt
COc1ccc(-c2[nH]ncc2C=O)cc1OC	?	nt
O=C(O)/C=C/C(=O)NCCCc1ccccc1	-10%	-1
CCc1ccc2c(CN3CCc4cc(OC)c(OC)cc4C3)cc(=O)oc2c1	?	nt
COc1ccc(CC/C(=N\O)C2(O)CCCCC2)cc1	15%	-1

Full records from above:
CC(C)(C)c1cnnn1-c1ccc(NC(=O)c2ccc3c(c2)OCO3)cc1 is listed as Lipid storage S3: ?; Lipid storage S3 cell count max: nt
O=S(=O)(c1cccc(C(F)(F)F)c1)N1CCCC1c1cccnc1 (stereo not drawn) is listed as Lipid storage S3: 10%; Lipid storage S3 cell count max: 5
O=C(O)/C=C/C(=O)NCCCc1ccccc1 is listed as Lipid storage S3: -10%; Lipid storage S3 cell count max: -1

(cont.)
SMILES	Lipid storage S3	Lipid storage S3 cell count max
CCCCCN(C(=O)CCC(=O)OCC(=O)Nc1cccc(SC)c1)c1c(N)n(CCCC)c(=O)[nH]c1=O	i	nt
COc1ccccc1CCC(=O)N(C)C1CCCN(Cc2ccccc2F)C1 (stereo not drawn)	16%	-8
COc1cc(SC)ccc1C(=O)Nc1ccccc1	i	-21
COc1cccc(CNC(=O)CN2CCC(c3nc4ccc(C)cc4[nH]3)CC2)c1	0%	nt
O=C(COC(=O)/C=C/c1ccc(Cl)cc1)NC(=O)NCc1ccccc1	?	nt
COc1ccc2cc3c(N)nn(C(=O)Cc4c[nH]c5ccccc45)c3nc2c1	?	nt
Cc1cc(C)c(-n2nnnc2SCC(=O)c2cccs2)c(C)c1	12%	5
O=C1c2ccccc2C(=O)N1CCc1nc2ccccc2c(=O)n1-c1ccccn1	i	nt
CC(Sc1nnnn1C1CCCCC1)C(=O)O (stereo not drawn)	6%	-13
CC(C)c1ccc(NC2CCCN(C(=O)c3ccc(N4CCOCC4)cc3)C2)cc1 (stereo not drawn)	?	nt
CC(=O)Nc1ccc(C(=O)OCC(=O)/C(C#N)=C(\C)N)cc1	-4%	nt
O=C(NNC(=O)c1ccc(S(=O)(=O)N2CCOCC2)cc1)c1ccccc1	?	nt
COc1cc(C(=O)OC2CCOC2=O)c([N+](=O)[O-])cc1OC (stereo not drawn)	?	nt
O=C(c1ccco1)N1CCN(C(c2ccccc2Cl)c2nnnn2CC2CCCO2)CC1 (stereo not drawn)	?	nt
COc1cc(/C=N/NC(=O)COc2ccc(Cl)cc2)ccc1OS(=O)(=O)c1ccc(C)cc1	?	nt

Overlap with the part before: 2 entries, then new ones.
SMILES	Lipid storage S3	Lipid storage S3 cell count max
O=C(c1ccco1)N1CCN(C(c2ccccc2Cl)c2nnnn2CC2CCCO2)CC1 (stereo not drawn)	?	nt
COc1cc(/C=N/NC(=O)COc2ccc(Cl)cc2)ccc1OS(=O)(=O)c1ccc(C)cc1	?	nt
Cc1ccc(-n2c(SCC(=O)N/N=C/c3c(C)nn(-c4ccccc4)c3C)nc3ccccc3c2=O)cc1	?	nt
COc1ccccc1CNC(=S)NC1CCCC1	-5%	-16
O=C(CN(Cc1ccc(F)cc1)C(=O)CNS(=O)(=O)c1ccccc1)NCc1ccco1	?	nt
Cc1c(NC(=O)Nc2ccccc2Cl)sc(=S)n1C	?	nt
CCC(Cc1ccccc1)NC(=O)Cn1ncc2ccsc2c1=O (stereo not drawn)	0%	nt
CCC(C)N(C(=O)CSc1nc(C)nc2ccccc12)C1CCS(=O)(=O)C1 (stereo not drawn)	16%	4
COc1cccc(CNC(=O)C2CCC(=O)N(CCc3cccc(F)c3)C2)c1 (stereo not drawn)	-12%	3
COc1ccccc1CC(=O)NCC(c1ccco1)N1CCCCC1 (stereo not drawn)	?	nt
Cc1onc(-c2ccccc2Cl)c1C(=O)NC(=S)NCC(=O)c1ccccc1	13%	-6
Cc1nc(N2CCCCC2)c(C#N)c(C)c1[N+](=O)[O-]	3%	-12
NS(=O)(=O)c1ccc(CCNC(=O)c2cc(-c3ccco3)nc3ccccc23)cc1	2%	0
COc1ccccc1CN(C)CC(=O)Nc1cccc(S(=O)(=O)N2CCCCC2)c1	?	nt
COc1ccc(S(=O)(=O)N2CCN(C(=O)CC3CC4CCC3C4)CC2)cc1 (stereo not drawn)	?	nt
O=C(c1cc2ccccc2oc1=O)N1CCN(S(=O)(=O)c2ccccc2)CC1	?	nt
COc1cccc(N2CCN(S(=O)(=O)c3cc4c(cc3C)N(C)CCO4)CC2)c1	-14%	6

3 compounds already listed, ordered by their value in Lipid storage S3, smallest number first:
SMILES	Lipid storage S3	Lipid storage S3 cell count max
COc1cccc(N2CCN(S(=O)(=O)c3cc4c(cc3C)N(C)CCO4)CC2)c1	-14%	6
Cc1onc(-c2ccccc2Cl)c1C(=O)NC(=S)NCC(=O)c1ccccc1	13%	-6
CCC(C)N(C(=O)CSc1nc(C)nc2ccccc12)C1CCS(=O)(=O)C1 (stereo not drawn)	16%	4

Other results:
SMILES	Lipid storage S3	Lipid storage S3 cell count max
Cc1[nH]c2ccccc2c1C(=O)CSc1nc2ccccc2c(=O)n1-c1ccccc1F	-26%	-3
Cc1cc(NC(=O)CSc2nc(N)c(NC(=O)c3ccc(F)c(F)c3)c(=O)[nH]2)no1	?	nt
CCCn1c(N)c(N(CCOC)C(=O)CSCC(=O)Nc2cccc(C)c2)c(=O)[nH]c1=O	?	nt
COc1ccc2c(CC(=O)N[C@@H](Cc3ccccc3)C(=O)O)cc(=O)oc2c1	i	1
NC(=O)NC1CCCc2c1[nH]c1ccc(Cl)cc21 (stereo not drawn)	?	nt
COc1cccc(CNC(=O)COC(=O)c2ccc(C(=O)c3ccccc3)cc2)c1	?	nt
OCC(CO)(CO)n1cnnn1	?	nt
O=C(CC1SC(N2CCOCC2)=NC1=O)Nc1ccc(Cl)cc1 (stereo not drawn)	?	nt
Cc1cccn2c(CN3CCNC(=O)CC3)c(C(=O)N(C)CCc3ccccc3)nc12	9%	23
NC(=O)C1CCN(C(=O)COCc2cc(-c3ccc4c(c3)OCO4)on2)CC1	?	nt
CCCCn1nnnc1SCC(=O)NCc1ccco1	23µM*	0.1*
CCN(CC)S(=O)(=O)c1ccc(NC(=O)c2cc(C(=O)OC)cc([N+](=O)[O-])c2)cc1	-3%	-11
O=[N+]([O-])c1ccc(N2CCOCC2)nc1	?	nt
CCOC(=O)C1=C(C)N=C2SCCC(=O)N2C1c1sccc1C (stereo not drawn)	7%	-1
Cc1cc(NC(=O)CSc2nc3ccccc3n2CC(=O)N2CCC(C)CC2)no1	8%	-1

Ordered by molecular weight (highest first): five of the compounds above
SMILES	Lipid storage S3	Lipid storage S3 cell count max
CCCn1c(N)c(N(CCOC)C(=O)CSCC(=O)Nc2cccc(C)c2)c(=O)[nH]c1=O	?	nt
Cc1cccn2c(CN3CCNC(=O)CC3)c(C(=O)N(C)CCc3ccccc3)nc12	9%	23
COc1cccc(CNC(=O)COC(=O)c2ccc(C(=O)c3ccccc3)cc2)c1	?	nt
CCCCn1nnnc1SCC(=O)NCc1ccco1	23µM*	0.1*
O=[N+]([O-])c1ccc(N2CCOCC2)nc1	?	nt

Remaining list, next part
SMILES	Lipid storage S3	Lipid storage S3 cell count max
Cc1ccc(C2(c3ccccc3)NC(=O)N(CC(=O)NC3CCS(=O)(=O)C3)C2=O)cc1C (stereo not drawn)	?	nt
CC(C)(C)Cc1cc(N)on1	?	nt
CSc1nc(-c2ccc(Cl)cc2Cl)[nH]c(=O)c1C#N	33µM*	-67*
Cc1ccccc1C(=O)Nc1ccnc(-c2ccncc2)n1	?	nt
Cc1ccc[n+](CC(=O)c2ccc(-c3ccccc3)cc2)c1	?	nt
Cc1cc(C(=O)N(C)CC(=O)Nc2ccc(F)c(F)c2F)no1	?	nt

A portion of the library; count on the stated rates, not on these rows.
